# Bim-Bcl-2: disrupts Bim peptide binding to human Bcl-2; 190,000 compounds, 0.06% hits; Bead-based flow cytometry, Bim peptide-Bcl-2 binding; P10415; inhibition, % at 10 µM; in the data active = inhibition above about 40%; inconclusive = no clear call, values can overlap the other calls;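 also: 0% = no compound wells with probe peptide and 100% = reference peptide inhibitor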
# RGS8-Gao: modulates binding of RGS8 to human Galphao; multiplexed bead flow cytometry; actives lie on both sides; response (percent of control binding), % at 10 µM; 220,000 compounds, 0.34% hits; in the data active = response below about 60% or above about 140%; inactive = in between;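 also: Galphao activated as the GDP aluminium fluoride complex binding bead-coupled RGS8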
# Target sequence (P09471 whole entry, looked up): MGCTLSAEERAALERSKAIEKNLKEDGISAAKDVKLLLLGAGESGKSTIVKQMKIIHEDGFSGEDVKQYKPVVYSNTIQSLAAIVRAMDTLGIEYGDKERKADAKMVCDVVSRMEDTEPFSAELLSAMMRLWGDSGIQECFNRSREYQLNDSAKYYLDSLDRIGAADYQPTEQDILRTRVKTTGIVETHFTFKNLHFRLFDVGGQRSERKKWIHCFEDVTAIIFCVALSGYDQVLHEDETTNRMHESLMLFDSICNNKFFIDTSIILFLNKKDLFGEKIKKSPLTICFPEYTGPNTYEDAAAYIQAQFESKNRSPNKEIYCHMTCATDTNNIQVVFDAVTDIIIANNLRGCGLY
# ABCB1 inh: human ABCB1 inhibition, ABCG2 as counter-screen; CCRF-Adr cells, JC-1 efflux, flow cytometry; P08183; 190,000 compounds, 0.067% hits; inhibition, % at 6.6 µM; AID 1326; in the data active = inhibition above about 40%;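 also: 0% = vehicle and 100% = reference inhibitor; higher value means more JC-1 retained so stronger ABCB1 efflux block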
# Bim-Bcl-W: human Bim-Bcl-W interaction inhibition. inhibition, % at 10 µM. AID 952. bead-based flow cytometry, Bim peptide-Bcl-W binding. Q92843. 190,000 compounds, 0.02% hits;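 also: 0% = bound tracer without compound and 100% = peptide blocker; higher means less fluorescent Bim peptide bound to Bcl-W beads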
# RGS7-Gao: modulates binding of RGS7 to human Galphao; P09471; Multiplexed bead flow cytometry; actives lie on both sides; 220,000 compounds, 0.35% hits; binding response (% of control), % at 10 µM; AID 1439; in the data active = binding response below about 49% or above about 150%; inconclusive = no clear call, values can overlap the other calls; inactive = in between;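 also: fluorescent Galphao held in activated GDP-AlF4 state binding bead-coupled RGS7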
# RGS4-Gao reg: human RGS4-Galphao interaction regulation | P09471 | Multiplexed bead flow cytometry, RGS4-Galphao binding; actives lie on both sides | 220,000 compounds, 0.33% hits | binding response (% of control), % at 10 µM | AID 1415; in the data active = binding response below about 49% or above about 150%; inactive = in between;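 also: fluorescent Galphao activated with aluminum fluoride binding bead-coupled RGS4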
# GSH fluor: GSH bead compound fluorescence profile; GSH beads flow cytometry, compound fluorescence 488/530 nm; hits give high values; fluorescence (KMESF) at 10 µM; 190,000 compounds, 0.25% hits; AID 1776; in the data active = fluorescence above about 89;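 also: glutathione beads carrying GST-tagged Bcl family fusion proteins plus one bare bead set; values are compound well signal with DMSO vehicle wells as background; inactives centre near 16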
# ABCG2 inh: inhibitors of human ABCG2 transporter, ABCB1 counter-screen. IgMXP3 cells, JC-1 efflux, flow cytometry. inhibition, % at 6.6 µM. 190,000 compounds, 0.1% hits;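 active = inhibition above 80%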;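 also: 0% = DMSO and 100% = nicardipine control wells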
# Target sequence (Q9UNQ0 whole entry, looked up): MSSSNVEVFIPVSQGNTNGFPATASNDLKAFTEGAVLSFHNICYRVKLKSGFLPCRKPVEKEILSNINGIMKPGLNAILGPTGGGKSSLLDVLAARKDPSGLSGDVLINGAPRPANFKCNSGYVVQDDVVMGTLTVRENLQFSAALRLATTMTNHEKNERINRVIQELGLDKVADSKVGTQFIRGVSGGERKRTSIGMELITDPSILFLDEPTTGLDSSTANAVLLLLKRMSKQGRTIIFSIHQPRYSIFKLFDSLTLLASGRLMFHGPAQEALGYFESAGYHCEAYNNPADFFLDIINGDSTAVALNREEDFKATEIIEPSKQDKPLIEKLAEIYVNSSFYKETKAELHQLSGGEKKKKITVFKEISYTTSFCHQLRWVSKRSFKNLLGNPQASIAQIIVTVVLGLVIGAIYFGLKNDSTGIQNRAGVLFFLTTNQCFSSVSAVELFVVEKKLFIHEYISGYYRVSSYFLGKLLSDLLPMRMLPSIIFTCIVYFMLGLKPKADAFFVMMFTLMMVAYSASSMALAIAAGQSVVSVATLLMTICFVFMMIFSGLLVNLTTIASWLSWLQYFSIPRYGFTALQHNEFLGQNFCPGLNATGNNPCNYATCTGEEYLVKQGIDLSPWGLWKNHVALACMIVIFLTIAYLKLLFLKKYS
#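 Incubation: cells with compound and JC-1, 10 min at 25 °C, rotating, no wash / Test system: IgMXP3 (ABCG2) plus far-red-tagged CCRF-Adr (ABCB1) cells / Compound dosing: one concentration, 6.6 µM final / Also added: JC-1 fluorescent substrate / Evaluation: efflux inhibition in percent versus controls / Detection: flow cytometry, 530 nm JC-1 signal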
# Bim-Bcl-B: inhibitors of Bim-Bcl-B interaction, human; bead-based flow cytometry, Bim peptide-Bcl-B binding; inhibition, % at 10 µM; 190,000 compounds, 0.073% hits; AID 951;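 also: 0% = tracer peptide without compound and 100% = reference inhibitor peptide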
# Bim-Bcl-XL: human Bim-Bcl-XL interaction inhibition | Bim peptide-Bcl-XL binding, bead flow cytometry, fluorescence | inhibition, % at 10 µM | 190,000 compounds, 0.04% hits
# Bim-Bfl-1: human Bim-Bfl-1 interaction inhibition | Q16548 | Bead-based flow cytometry, Bim-Bfl-1 binding inhibition | inhibition, % at 10 µM | 190,000 compounds, 0.12% hits | AID 1008;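 also: 0% = wells without compound plus tracer and 100% = blocker peptide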
# The depositor's hits bear a star; ? = inconclusive; · = not tested or not shown. Rule as the data show it, unless noted: active = inhibition above about 40%.
SMILES,Bim-Bcl-2,RGS8-Gao,ABCB1 inh,Bim-Bcl-W,RGS7-Gao,RGS4-Gao reg,GSH fluor,ABCG2 inh,Bim-Bcl-B,Bim-Bcl-XL,Bim-Bfl-1
COc1ccc(Nc2nc3ccc(C)cc3cc2C#N)c(OC)c1,-3,101,0.9,-6,98,99,20,18,-4,-7,1
COC(=O)c1ccc(N2CCN(C(=O)c3ccccc3)CC2)c(NC(C)=O)c1,-1,102,0.2,0,?,105,15,0,0,-1,-4
CC(C)CC(OC(=O)c1cccs1)C(=O)NCc1ccco1 (stereo not drawn),0,102,1.2,7,100,104,64,3,-2,-10,-11
Cc1cc(N2CCN(C)CC2)nc(N2CCOCC2)n1,-4,99,0.1,4,98,101,44,0,-4,-1,-7
CC(=O)c1cccc(NC(=O)Nc2ccc(C(=O)N3CCCC3)cc2)c1,-11,100,0.5,-3,101,101,28,4,-9,-12,-14
O=C(Nc1ccccc1F)C1CCN(C(=O)Cc2ccccc2)CC1,-1,95,0.1,0,104,109,28,1,0,-3,-1
COc1ccc(NS(=O)(=O)c2cccc(-c3nnc4n3CCCCC4)c2)cc1,-2,97,0.8,0,90,95,23,3,0,0,0
COc1ccc(N2C(=S)N=C(Nc3cccc(C)c3)C23CCCCC3)cc1,-2,84,0.8,-5,99,97,11,4,-7,-6,-2
O=C(COC(=O)C12CC3CC(CC(C3)C1)C2)Nc1nc2c(F)c(F)c(F)cc2s1,-2,100,-0.2,-7,100,97,14,-2,-4,-7,-1
O=C(Cc1nc2ccccc2[nH]1)c1ccc(Br)cc1,0,99,0.5,2,?,100,19,10,-1,0,-1
CCN(CC(=O)NC(c1ccccc1)c1ccccc1)Cc1nc2ccccc2c(=O)[nH]1,-4,102,2.1,-6,102,103,20,4,-5,-3,-2
COc1ccc(C(=O)/C=C/c2cn(CN3CCN(C)CC3)c3ccccc23)cc1,-3,98,1.5,-6,96,98,18,5,-1,-12,-2
Nn1cc(-c2ccccc2)nc1SCC(=O)N1CCN(S(=O)(=O)c2ccc(Cl)cc2)CC1,-2,99,0.7,0,99,100,33,1,-6,-13,-5
COCCn1c(SCc2c(F)cccc2Cl)nc2c1c(=O)[nH]c(=O)n2C,-7,105,1.2,-1,97,99,25,7,-9,-5,-8
O=C(Nc1ccccc1)c1cc2n(n1)C(C(F)(F)F)CC(C1CC1)N2 (stereo not drawn),-2,100,1.9,1,95,98,12,24,-2,0,-6

# Entries of single compounds, looked up by structure. Screens in order: Bim-Bcl-2	RGS8-Gao	ABCB1 inh	Bim-Bcl-W	RGS7-Gao	RGS4-Gao reg	GSH fluor	ABCG2 inh	Bim-Bcl-B	Bim-Bcl-XL	Bim-Bfl-1
# Results for `O=C(Nc1ccccc1)c1cc2n(n1)C(C(F)(F)F)CC(C1CC1)N2` (stereo not drawn) → -2	100	1.9	1	95	98	12	24	-2	0	-6
# Results for `CC(=O)c1cccc(NC(=O)Nc2ccc(C(=O)N3CCCC3)cc2)c1` → -11	100	0.5	-3	101	101	28	4	-9	-12	-14
# Results for `CCN(CC(=O)NC(c1ccccc1)c1ccccc1)Cc1nc2ccccc2c(=O)[nH]1` → -4	102	2.1	-6	102	103	20	4	-5	-3	-2
# Results for `CC(C)CC(OC(=O)c1cccs1)C(=O)NCc1ccco1` (stereo not drawn) → 0	102	1.2	7	100	104	64	3	-2	-10	-11

# Further compounds
SMILES,Bim-Bcl-2,RGS8-Gao,ABCB1 inh,Bim-Bcl-W,RGS7-Gao,RGS4-Gao reg,GSH fluor,ABCG2 inh,Bim-Bcl-B,Bim-Bcl-XL,Bim-Bfl-1
CC(=O)c1c(C)[nH]c(C(=O)CN2C(=O)NC(C)(CCC(C)C)C2=O)c1C (stereo not drawn),0,98,-0.1,-2,99,97,15,1,-4,-3,-3
O=S1(=O)CCC(NC(=S)NCCNC(=S)NC2CCS(=O)(=O)C2)C1 (stereo not drawn),9,106,-0.1,9,98,102,16,-1,11,10,11
COc1ccc(C(=O)Nc2cccc3cccnc23)cc1OC,-9,103,0.0,5,101,100,47,19,-8,-4,-12
CC(C)C1N(c2ccccc2)C(N)=C(C#N)C1(C#N)C#N (stereo not drawn),-1,98,0.4,1,98,101,50,5,1,-1,4
COc1cc(/C=C(\NC(C)=O)C(=O)Nc2cccc(O)c2)ccc1OC(C)=O,-6,99,0.1,-5,95,101,9,4,-12,-8,-7
O=C(Nc1ccccc1)C1=C[C@@H](c2ccccc2)C[C@@H](OCc2ccc(CO)cc2)O1,-3,100,1.3,-1,101,103,20,8,-7,-6,-5
Cc1cc(C)nc(NC(=O)Cc2cccs2)n1,-12,106,-2.4,-3,97,98,28,4,-8,-8,-10
O=C(C1=C(O)C(=O)N(CCc2ccccc2)C1c1cccs1)c1ccco1 (stereo not drawn),-3,106,0.8,0,99,101,8,2,-2,0,-11
Cc1occc1C(=O)N1CCN(c2ccc(Cl)c(Cl)c2)CC1,-8,103,0.4,0,101,106,19,3,-10,-1,-11
O=C(O)CCN1CC2([N+](=O)[O-])CC=C(OCCO)C([N+](=O)[O-])(C1)C2 (stereo not drawn),-4,103,0.8,-3,96,101,12,1,-7,-4,-5
CCOC(=O)c1cnc2ccc(Cl)cc2c1NCCN(C)C,-4,105,1.1,-4,101,104,15,9,-7,-8,-4
O=C(NC1CCCCC1)c1ccccc1NC(=S)NC(=O)C1CCC1,-1,104,-0.6,-6,100,102,19,-1,-9,-7,-2
COc1cc(/C=N\NC(=O)CC(=O)NCCc2ccccc2)ccc1O,-3,104,0.2,4,102,101,11,0,0,0,-5
O=C(C(c1ccccc1)c1ccccc1)N1CCN(Cc2ccccn2)CC1,-1,100,0.8,4,98,96,9,2,-1,0,-6
CC(C)OCC(O)CN (stereo not drawn),-8,100,-2.0,-5,101,99,33,-1,-11,-20,-16
COc1ccc(S(=O)(=O)N2CCCCC2)cc1NC(=O)c1cc(C)on1,-2,103,2.5,-1,?,101,13,20,-1,-1,-3
COc1ccc(C2CC(c3ccccc3)=NN2C(=O)COC(=O)c2ccc(Cl)nc2)cc1 (stereo not drawn),-7,97,0.0,-2,90,91,11,0,-7,-7,-8
C/C(=N\NC(=O)C(=O)Nc1cccc(Cl)c1)c1ccncc1,0,96,0.4,1,97,100,2,10,0,-1,1
CCOC(=O)c1ccc2nc3c(cc2c1)CCS3,-6,99,0.8,-2,100,100,22,20,-9,-8,-20
CC1CCN(S(=O)(=O)c2cccc(-c3nnc(-c4cccnc4)o3)c2)CC1,-13,98,1.4,1,99,100,31,13,-4,-9,-14
Cc1ccc(S(=O)(=O)NCc2ccc3[nH]c(C)cc3c2)cc1,-6,105,0.0,1,99,101,11,1,-7,-1,-10
COc1cc(NC(=O)COC(=O)/C=C/c2ccccc2Cl)cc(OC)c1,-2,96,0.1,1,100,97,7,1,0,-4,0
CC(=O)N1N=C(c2ccc(C)cc2)OC1c1ccc(C(C)C)cc1 (stereo not drawn),-7,100,0.4,1,100,100,13,3,-6,-3,-12
CCOC(=O)c1cnc(-n2nc(C)cc2C)nc1NCc1ccc2c(c1)OCO2,-7,102,-0.6,-2,101,103,29,1,-8,1,-9
COc1ccc(-c2nc3ncnn3cc2C)cc1F,0,101,0.5,1,100,99,18,2,-4,-1,-3
CCOc1ccc(N(CC)C(=O)COc2cc(=O)n(C)c3ccccc23)cc1,-8,102,0.5,3,92,97,26,1,-5,0,-7
Cc1ccc(C(=O)Cn2c(NCCO)nc3ccccc32)cc1,0,97,0.4,0,95,97,25,5,1,0,0
O=C(C(=O)N1CCN(c2cccc(Cl)c2)CC1)c1c[nH]c2ccccc12,-3,101,0.0,0,105,103,11,0,-2,-3,-4
Nc1c(N(CCO)C(=O)COc2ccc(Cl)cc2)c(=O)[nH]c(=O)n1Cc1ccccc1,-8,102,0.4,-3,97,97,10,6,-8,-5,-14
Clc1ccc(CCNc2nc3ccccc3s2)cc1,-2,99,-0.1,-1,106,100,12,0,0,0,1
CCOc1ccccc1OCCOCCOc1ccccc1[N+](=O)[O-],-5,102,0.7,-3,102,104,17,7,-11,-6,-13
Cc1cccc(C)c1OCc1nnc(SCC(=O)Nc2ccccc2F)o1,-9,102,-2.3,-1,101,102,24,0,-7,-3,-12
Cc1cc(C(=O)COC(=O)c2ccc[nH]c2=O)c(C)n1C1CC1,0,98,0.3,0,95,97,8,0,1,-1,-3
COc1ccc(CNC(=O)C(=O)NCC2OCCN2S(=O)(=O)c2cccs2)cc1 (stereo not drawn),0,·,0.6,0,·,·,18,6,0,1,0
O=C(Cn1ncc2c3ccccc3n(Cc3ccccc3)c2c1=O)N1CCN(c2ncccn2)CC1,-3,98,2.1,4,100,100,47,0,-6,-1,-9
Nc1ncnc(Nc2ccc(F)cc2)n1,-8,102,0.7,-3,100,100,10,12,-6,-4,-14
CSc1ccccc1NC(=O)CN(c1ccccc1)S(=O)(=O)N(C)C,0,101,0.3,0,101,100,7,1,-6,-2,-10
O=C(CSc1nnc(-c2ccncc2)n1Cc1ccco1)Nc1nccs1,0,101,-0.8,-6,98,100,14,-1,-8,-6,0
O=[N+]([O-])c1cccc(S(=O)(=O)c2ccc(NCCO)c([N+](=O)[O-])c2)c1,0,100,1.3,0,100,101,24,7,-7,-4,-5
Cc1ccc(CNC(=O)CCCOc2cc(=O)n(C)c3ccccc23)o1,-4,99,0.0,0,100,99,29,12,-9,-5,-19
CC(C)CCN1CC(C(=O)NC(C)C)CC1=O (stereo not drawn),-8,100,0.2,3,96,99,48,0,-11,-9,-7
Cc1ccc(-c2cc(C(=O)NN3CCOCC3)c3cc(Br)ccc3n2)o1,3,97,0.2,4,?,96,16,1,-3,-1,28
CCOCCCNC(=S)NCCCNc1nc2c(C)c(C)ccc2cc1C#N,-8,107,0.9,-9,104,102,18,6,-17,-11,-4
COCCNC(=O)c1ccc2c(=O)n(CCCN3CCCC3=O)c(=S)[nH]c2c1,-1,101,-0.1,-4,99,99,18,2,-8,-5,-6
COc1ccc(C(C[N+](=O)[O-])c2c(-c3ccccc3)cc3ccccn23)cc1OC (stereo not drawn),-3,96,0.6,-3,97,100,10,2,-7,-7,6
Cc1ccc(-c2ccc(CCC(=O)O)n2NC(=O)c2ccco2)cc1,-3,98,0.2,0,97,95,27,1,2,-2,-1
CCc1c(C)nc2ncnn2c1NCc1cccs1,-11,100,1.1,2,96,101,17,10,-7,-4,-8
O=C(CN1CCN(c2ccccc2O)CC1)Nc1cc([N+](=O)[O-])ccc1Cl,-5,95,0.4,-4,?,91,16,7,-7,-3,-5
Cc1ccc(N2CS(=O)(=O)/C(=C/N(C)C)C2=O)cc1,-1,96,0.3,-2,100,99,25,0,0,-4,-2
C/C(CC(=O)NCc1ccco1)=N\NC(=O)COc1ccc(C)cc1,-1,87,0.7,-1,97,99,10,19,0,-3,-6
COCc1cc(C)nc(OCC(=O)N/N=C/c2cc(C)n(-c3c(C)cccc3C)c2C)c1C#N,-4,88,-0.3,-4,83,87,34,9,-6,-5,-7
CCc1cccc(CC)c1N(COC)C(=O)Cn1ccccc1=N,-1,102,0.1,1,104,103,14,1,0,1,-1
CCC(C)NC(=O)CCC(=O)Nc1ccc2nc(N3CC(C)CC(C)C3)cc(C)c2c1 (stereo not drawn),-2,102,2.1,-2,98,102,19,7,-4,-3,-7
